Screening data: PubChem, several laboratories
LAP4 TOR yeast – alters LAP4-GFP fluorescence in TOR pathway yeast screen; S. cerevisiae LAP4-GFP multiplex, flow cytometry GFP, 3 h; median GFP as percent of DMSO wells; GFP response vs DMSO, % at 10 µM; actives 0.34% (n = 320,000);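 active means GFP response vs DMSO above a set limit, about the screen mean plus 3 SD, cut at about 150% in these data; inconclusive means under 70 cell events counted for the yeast strain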
proCasp3 act – procaspase-3 (human) activation; P42574; recombinant procaspase-3 D3A, Ac-DEVD-pNA absorbance 405 nm; activation, % at 8.5 µM; actives 0.11% (n = 330,000);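 active means activation above the mean of all tested compounds plus 3 SD, cut at about 21% in these data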;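 further: 0% = DMSO alone and 100% = DMSO wells spiked with extra 5 µM PC-3 D3A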
Target sequence (P42574 whole entry D9A/D28A/D175A): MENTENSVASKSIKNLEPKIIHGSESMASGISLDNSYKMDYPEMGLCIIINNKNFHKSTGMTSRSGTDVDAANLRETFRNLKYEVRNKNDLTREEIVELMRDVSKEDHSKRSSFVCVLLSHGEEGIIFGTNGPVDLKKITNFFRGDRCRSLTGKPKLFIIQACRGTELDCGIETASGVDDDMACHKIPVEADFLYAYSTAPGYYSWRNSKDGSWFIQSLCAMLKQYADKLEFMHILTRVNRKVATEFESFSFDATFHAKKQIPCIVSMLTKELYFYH
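System: Procaspase-3 D3A mutant. Medium: Zinc-free 300 mM NaCl, 50 mM HEPES, 0.01% Triton X-100. Schedule: 1 h preincubation plus 2 h reaction at 25 °C. Measured by: 405 nm absorbance of p-nitroaniline, reads at 0 and 120 min. Read-out: percent activation relative to control range.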
AHR activator – activates the human aryl hydrocarbon receptor; activation, % at 5 µM; AHR-responsive luciferase reporter cells, luminescence; AID 2796; actives 2.5% (n = 320,000); in the data active means activation above about 47%;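 further: 0% = vehicle wells and 100% = reference agonist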
RPL19A-GFP yeast – yeast TOR pathway RPL19A-GFP modulation; S. cerevisiae RPL19A-GFP strain, flow cytometry, 3 h; stronger effect = lower value; actives 0.3% (n = 330,000); percent response vs DMSO, % at 10 µM; AID 2025;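 active means percent response vs DMSO below 50%; inconclusive means fewer than 70 events counted for the yeast strain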;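 further: median channel GFP fluorescence of the barcoded RPL19A-GFP strain; ratio of sample median GFP to plate DMSO average so 100% = DMSO; lower means less RPL19A-GFP as with rapamycin TOR inhibition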
MEP2-GFP yeast – alters MEP2-GFP fluorescence in TOR pathway yeast screen. GFP response vs DMSO, % at 10 µM. actives 0.51% (n = 330,000). S. cerevisiae MEP2-GFP strain, flow cytometry GFP, 3 h; 100% = DMSO control level. AID 2016;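 active means GFP response versus DMSO above a set limit, roughly screen mean plus 3 SD, cut at about 180% in these data; inconclusive means fewer than 70 cells counted for a yeast strain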;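 further: median GFP fluorescence of the barcode-gated MEP2-GFP cells per well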
proCasp7 act – counter-screen: procaspase-7 (human) activation. AID 463210. P55210. recombinant procaspase-7, Ac-DEVD-pNA absorbance 405 nm; D23A/D198A/D206A triple mutant, cannot self-cleave; scale: DMSO 0, 5 µM enzyme 100. actives 0.093% (n = 330,000). activation, % at 8.5 µM;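 active means percent activation above the screen-wide mean plus 3 SD, cut at about 25% in these data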
Target sequence (P55210 whole entry D23A/D198A/D206A): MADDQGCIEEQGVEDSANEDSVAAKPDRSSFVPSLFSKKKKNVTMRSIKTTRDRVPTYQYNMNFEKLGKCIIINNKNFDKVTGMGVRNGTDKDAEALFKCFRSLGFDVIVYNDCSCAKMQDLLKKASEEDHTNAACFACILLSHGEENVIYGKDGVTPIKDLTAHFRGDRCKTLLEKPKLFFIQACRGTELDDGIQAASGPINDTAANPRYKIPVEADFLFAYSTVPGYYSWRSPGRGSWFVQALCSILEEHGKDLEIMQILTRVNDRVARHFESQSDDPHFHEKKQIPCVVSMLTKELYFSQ
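Assay system – Uncleavable procaspase-7 mutant enzyme · Quantity – 2 µM procaspase-7 mutant as dispensed · Times – 1 h preincubation, 2 h reaction · Dosing – single nominal 8.5 µM compound dose, 0.8% DMSO final · Buffer or medium – Zinc-free 50 mM HEPES buffer, pH 7.4, with NaCl and Triton X-100 · Detection – Epi-absorbance of released pNA at 405 nm, two timepoints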
AGP1 TOR yeast – alters AGP1-GFP fluorescence in TOR pathway yeast screen; S. cerevisiae AGP1-GFP multiplex flow cytometry, 3 h; GFP as percent of DMSO wells; GFP response vs DMSO, % at 10 µM; actives 0.02% (n = 320,000);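 active means GFP response relative to DMSO above a set limit, near screen average plus 3 SD, cut at about 150% in these data; inconclusive means fewer than 70 cells counted for the yeast strain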;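 further: median GFP channel fluorescence of the gated AGP1 strain per well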
CIT2-GFP yeast – modulators of TOR pathway CIT2-GFP in S. cerevisiae; S. cerevisiae CIT2-GFP strain, flow cytometry, 3 h; 100 means same as DMSO wells; GFP response vs DMSO, % at 10 µM; actives 0.065% (n = 320,000); AID 2029;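 active means GFP response relative to DMSO above a set limit, near the screen mean plus 3 SD, cut at about 150% in these data; inconclusive means Fewer than 70 cells measured for a yeast strain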;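 further: ratio of well median GFP fluorescence to mean of DMSO wells on the plate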
* marks the source's active call; other numbers are inactive results; ? = inconclusive; [ ] = another dose, or the depositor's remark.

SMILES | LAP4 TOR yeast | proCasp3 act | AHR activator | RPL19A-GFP yeast | MEP2-GFP yeast | proCasp7 act | AGP1 TOR yeast | CIT2-GFP yeast
O=C(c1ccc2c(c1)OCO2)N1CCc2ccccc21 | 71[may fluoresce violet] | -6 | 14 | 50[may fluoresce violet] | 294*[may fluoresce violet] | -4 | ? | ?
COc1ccc(/C(N)=N/OC(=O)c2cccc([N+](=O)[O-])c2)cc1OC | 99 | -11 | -2 | 93 | 97 | 22 | 90 | 93
O=C(O)C1C2C=CC(C2)C1C(=O)Nc1cccc(F)c1 (configuration not stated) | 101 | -2 | -2 | 100 | 101 | -2 | 96 | 97
O=c1c2[nH]cnc2n(-c2cccc(F)c2)c(=O)n1Cc1ccccc1 | 93 | -6 | 3 | 106 | 107 | 3 | 104 | 106
O=C(O)CCNS(=O)(=O)c1ccccc1 | 99 | 0 | 1 | 99 | 105 | 3 | 108 | 106
O=Cc1c(NCc2ccc(F)cc2)c2ccccc2[nH]c1=O | 88 | 1 | -2 | 99 | 101 | -5 | 95 | 106
Cc1nc(SCC(=O)Nc2cc(C(N)=O)cc(C(N)=O)c2)c2c(C)c(C)sc2n1 | 82 | 14 | 7 | 95 | 93 | -14 | 98 | 93
O=C(CN1CCCc2ccccc21)NC(=O)NCc1ccccc1 | 112 | 12 | 4 | 100 | 101 | 2 | 109 | 105
C=C1CCC[C@]2(C)C[C@H]3OC(=O)C(CN4CC(C)OC(C)C4)[C@H]3C[C@@H]12 (some centres not stated) | 105 | 0 | -1 | 105 | 104 | 8 | 75 | 79
CCCn1c2ccccc2c2nc3ccccc3nc21 | 91 | -1 | 79* | 98 | 99 | -3 | 94 | 100
COc1cc(C(=O)N(C)CC2CCN(CCc3cccc(C(F)(F)F)c3)CC2)ccc1C | 88 | -5 | 0 | 100 | 102 | 4 | 94 | 100
CCCCCSc1nnc2c(n1)OC(c1cccn1C)N(C(C)=O)c1ccccc1-2 (configuration not stated) | 92 | 2 | 6 | 95 | 99 | -11 | 93 | 94
O=C(NCCc1ccc(F)cc1)C1CCN(C(=O)Nc2ccccc2)CC1 | 103 | 8 | -1 | 97 | 100 | 10 | 105 | 98
Cc1cccc(NC(=O)CCNS(=O)(=O)c2ccc(Cl)cc2)c1 | 94 | -4 | -10 | 103 | 111 | 6 | 99 | 102
CN(C)C(=O)/C(=C/c1ccc(-c2cccc([N+](=O)[O-])c2)o1)NC(=O)c1ccccc1 | 94 | 2 | 11 | 102 | 107 | 5 | 101 | 105
Cc1ccc(NC(=O)CSc2ncnc3ccccc23)cc1S(=O)(=O)N1CCOCC1 | 104 | -4 | 7 | 100 | 101 | -2 | 106 | 106
S=C(c1ccc(-c2cccc(Cl)c2)o1)N1CCCCC1 | 101 | -2 | 13 | 107 | 96 | -5 | 92 | 96
CS(=O)(=O)N1CCc2cc(C(=O)Nc3cccc([N+](=O)[O-])c3)ccc21 | 101 | 4 | -7 | 106 | 111 | 0 | 109 | 110
CC(=O)N(C)c1ccc(NC(=O)CCN2C(=O)c3ccccc3C2=O)cc1 | 90 | -3 | -1 | 105 | 104 | 9 | 102 | 108
NC(=O)C(CC(=O)O)NC(=O)[C@@H]1CCOc2c(I)cc([N+](=O)[O-])cc2C(=O)N[C@@H](CO)C(=O)N[C@@H](Cc2ccc(O)cc2)C(=O)N1 (some centres not stated) | 110 | -2 | 0 | 98 | 89 | -13 | 84 | 71
Cc1ccc(N(CCC#N)C(=O)CSc2nc3ccccc3c(=O)[nH]2)cc1 | 111 | 4 | 0 | 110 | 116 | -7 | 111 | 118
Cc1ccc(S(=O)(=O)/C(C#N)=C/c2c(Oc3ccc(Cl)cc3)nc3c(C)cccn3c2=O)cc1 | 81 | 12 | 1 | 52 | 384* | 7 | 21 | 104
COc1cc(/C=C/CO)cc(OC)c1OC/C=C(\C)CCC=C(C)C | 100 | 6 | 0 | 95 | 98 | 1 | 95 | 96
Cc1nnc(SCCn2c(N3CCC(Cc4ccccc4)CC3)nc3c2c(=O)[nH]c(=O)n3C)s1 | 101 | 5 | 0 | 102 | 99 | 9 | 103 | 101
O=C(CN1CCC(n2nnc3cc(C(F)(F)F)ccc32)CC1)N1CCc2ccccc21 | 104 | 2 | 3 | 100 | 107 | 12 | 96 | 95

Going on with the list:
SMILES | LAP4 TOR yeast | proCasp3 act | AHR activator | RPL19A-GFP yeast | MEP2-GFP yeast | proCasp7 act | AGP1 TOR yeast | CIT2-GFP yeast
CCCCN(C)CCNC(=O)CCNC(=O)Cn1ccc2ccccc2c1=O | 91 | 4 | 1 | 100 | 93 | -1 | 99 | 90
CCOC(=O)c1ccc(NC(=O)CSc2nnc(-c3cccs3)n2C)cc1 | 111 | -7 | 0 | 101 | 105 | 2 | 106 | 104
CCCCCCN1C=CC(=C2C(=O)c3ccccc3C2=O)C=C1 | 102 | 7 | -3 | 102 | 101 | 3 | 103 | 98
CC1(C)c2[nH]c3ccccc3c2C[C@H]2C(=O)N(CCCO)CC(=O)N21 | 94 | 2 | 2 | 105 | 101 | 0 | 102 | 100
CCCN(CCC)CCNC(=O)Cn1cnc2sc(C)c(S(=O)(=O)N3CCOCC3)c2c1=O | 97 | -5 | -4 | 95 | 110 | -1 | 95 | 93
CC1CN(c2sc(S(C)(=O)=O)nc2S(=O)(=O)c2ccc(Cl)cc2)CC(C)O1 (configuration not stated) | 105 | 5 | 1 | 108 | 118 | -3 | 107 | 103
CC(=O)N1N=C(c2ccccc2)CC1c1cn(C)c2ccccc12 (configuration not stated) | 98 | 0 | 28 | 105 | 103 | -37 | 108 | 106
CCOc1cc(/C=N/NC(=O)C(O)(c2ccccc2)c2ccccc2)ccc1OC(=O)c1ccco1 | 88 | 1 | 2 | 101 | 102 | 2 | 105 | 113
CCCCn1c(N)c(N(CC(C)C)C(=O)c2ccc3c(c2)NC(=O)C(C)S3)c(=O)[nH]c1=O (configuration not stated) | 93 | -3 | 12 | 99 | 101 | 5 | 105 | 103
CC1(C)OC(=O)C=C(CC2NS(=O)(=O)OC3CCCCC23)O1 (configuration not stated) | 106 | -3 | 2 | 89 | 92 | 9 | 74 | 64
CN(C)/C=N/C(=S)Nc1cc(Cl)cc(Cl)c1 | 118 | 0 | 6 | 94 | 100 | -8 | 92 | 85
COCCNC(=O)C(OC(=O)c1ccco1)c1ccccc1Cl (configuration not stated) | 107 | 12 | 2 | 107 | 113 | 10 | 108 | 110
CCN(CC)Cc1c(C(=O)N/N=C/c2ccc(OCc3ccccc3C)cc2)nnn1-c1nonc1N | 96 | -1 | 1 | 95 | 95 | 7 | 95 | 95
O=C(CSC1=Nc2ccccc2C2CC=NN12)Nc1ccc(F)cc1Cl (configuration not stated) | 110 | -6 | 11 | 90 | 66 | -2 | 84 | 93
CCCc1ccc(S(=O)(=O)N2CCN(Cc3ccco3)CC2)cc1 | 98 | 6 | 2 | 102 | 99 | 4 | 99 | 97
COc1ccc(-c2cn3cccnc3n2)cc1NC(=O)C1CCCC1 | 89 | 7 | 21 | 90 | 91 | -6 | 92 | 92
CN(C)c1ccc(CNC2C3CC4CC(C3)CC2C4)cc1 (configuration not stated) | 103 | 2 | 2 | 108 | 102 | 10 | 109 | 107
O=C(O)c1ccc(CNC(=O)c2ccc3c(c2)OCCO3)cc1 | 100 | -1 | -2 | 111 | 109 | -1 | 109 | 110
CC(C)C(=O)Nc1c2c(nn1-c1ccccc1)CSC2 | 104 | 5 | 1 | 103 | 103 | -2 | 107 | 101
COc1ccc2c(c1OC)C(=O)OC2Nn1cncn1 (configuration not stated) | 101 | 11 | 4 | 98 | 102 | 7 | 102 | 103
CCN(CC)c1ccc(/C=N/N=C(N)N)c(O)c1 | 102 | -1 | 19 | 97 | 97 | -11 | 101 | 93
COc1ccc(CCNC2CCN(C)CC2)cc1OC | 98 | -1 | 2 | 102 | 102 | 6 | 106 | 105
CCC(CC)C(=O)NCCc1cc2c(OC)ccc(OC)c2[nH]c1=O | 112 | 0 | 3 | 108 | 102 | 3 | 116 | 116
O=C(CNC(=O)c1ccccc1F)N/N=C\C=C\c1ccccc1 | 93 | 7 | -3 | 104 | 97 | -8 | 97 | 95
Cc1ccc(C2=NC3(CCCC3)NC2=S)cc1 | 109 | 1 | 4 | 94 | 103 | 6 | 100 | 96

(listing goes on)
SMILES | LAP4 TOR yeast | proCasp3 act | AHR activator | RPL19A-GFP yeast | MEP2-GFP yeast | proCasp7 act | AGP1 TOR yeast | CIT2-GFP yeast
Cc1cc(C)c(C(=O)NCC2CCCO2)c(C)c1C(=O)NCC1CCCO1 (configuration not stated) | 100 | 8 | 1 | 96 | 111 | 2 | 97 | 102
CC1(c2ccccc2)NC(=O)N(CC(=O)NCC2CCCO2)C1=O (configuration not stated) | 100 | -3 | -1 | 94 | 96 | 0 | 100 | 92
CCNC(=O)N1CCNC(=O)C1CC(=O)OC (configuration not stated) | 102 | -3 | 4 | 98 | 99 | 7 | 96 | 96
CCOc1ccc(OC(=O)C(CCS(C)(=O)=O)N2C(=O)c3ccccc3C2=O)cc1 (configuration not stated) | 102 | 14 | -2 | 101 | 103 | -1 | 104 | 108
CCn1c(O)c(/C=N/n2cnnc2)sc1=S | 108 | -14 | 1 | 97 | 116 | -11 | 104 | 98
CCCCCCCNC(=O)C1(CC2CC(c3ccc(Cl)cc3)=NO2)CCN(C(=O)c2cc(OCC)c(OCC)c(OCC)c2)CC1 (configuration not stated) | 106 | 10 | 0 | 99 | 90 | 6 | 85 | 71
CC1CCCN(C(c2cccs2)c2nnnn2Cc2ccccc2)C1 (configuration not stated) | 93 | 7 | 3 | 102 | 97 | -6 | 103 | 102
O=C(COc1cnc2ccccc2n1)NCCC1=CCCCC1 | 97 | 8 | 4 | 97 | 99 | -8 | 93 | 98
O=C1COc2ccc(C(=O)COC(=O)c3ccc(S(=O)(=O)C(F)F)cc3)cc2N1 | 93 | 7 | -1 | 86 | 87 | -10 | 91 | 91
COc1ccc(CN(C)C(=O)C2CCN(S(=O)(=O)c3cccs3)CC2)cc1F | 103 | 3 | -1 | 97 | 101 | 12 | 100 | 102
COc1cccc(C(=O)c2c[nH]c(C(=O)NCc3cccs3)c2)c1 | 87 | 0 | 3 | 103 | 105 | -1 | 97 | 108
O=C(CN1CCN(C(=O)CNC(=O)c2ccc3c(c2)OCO3)CC1)Nc1ccc(F)cc1 | 101 | 2 | 1 | 105 | 101 | -5 | 103 | 97
Cc1cc(N/N=C(/CCC(=O)O)C(=O)O)nc2ccccc12 | 86 | 0 | 24 | 106 | 99 | -12 | 99 | 98
CCC(C)NC(=O)C1CCCN(S(=O)(=O)c2ccc3c(c2)CC(C)N3C(=O)C2CC2)C1 (configuration not stated) | 101 | -3 | 0 | 104 | 106 | 3 | 108 | 111

By substructure, the entries above with a CF3 group.
SMILES | LAP4 TOR yeast | proCasp3 act | AHR activator | RPL19A-GFP yeast | MEP2-GFP yeast | proCasp7 act | AGP1 TOR yeast | CIT2-GFP yeast
COc1cc(C(=O)N(C)CC2CCN(CCc3cccc(C(F)(F)F)c3)CC2)ccc1C | 88 | -5 | 0 | 100 | 102 | 4 | 94 | 100
O=C(CN1CCC(n2nnc3cc(C(F)(F)F)ccc32)CC1)N1CCc2ccccc21 | 104 | 2 | 3 | 100 | 107 | 12 | 96 | 95
